TLR9-MyD88 inh = inhibitors of human TLR9-MyD88 binding; CHO BLA complementation TLR9-MyD88, CCF4 FRET ratio; inhibition, % at 4.98 µM; 0.21% of 340,000 active;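 active means inhibition above the mean over all tested compounds plus 3 SD, cut at about 21% in these data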;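 further: 0% = DMSO only wells and 100% = clavulanate BLA inhibitor control wells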
Glyco luc inh = blocks N-linked glycosylation in D54 reporter cells; D54 ERlucT glycosylation luciferase reporter, 24 h; percent of 100 nM tunicamycin response; reporter increase, % at 12.5 µM; 0.23% of 360,000 active; AID 588692;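 active means mean luciferase reporter signal, scaled so untreated is 0 and the glycosylation-blocking control 100, at or above a set limit in every replicate; inconclusive means mean reaches the limit but not every replicate does; inactive means mean below the limit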;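 further: luciferase carries N-glycosylation sites so blocking glycosylation raises the light; 0% = median of neutral control wells and 100% = median of 100 nM tunicamycin wells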
ABHD5-PLIN5 inh = inhibitors of human ABHD5-perilipin-5 interaction. Split G. princeps luciferase complementation, luminescence, 4 h. inhibition, % at 4 µM. 0.78% of 360,000 active;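 active means inhibition above the mean inhibition across every tested compound plus 3 SD, cut at about 22% in these data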;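 further: 0% = DMSO only wells and the 100% control is not disclosed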
NOD2-RIPK2 inh = blocks binding of human NOD2 to RIPK2. O43353. CHO BLA complementation NOD2-RIPK2, CCF4 ratio. inhibition, % at 4.98 µM. 0.38% of 360,000 active. AID 624267; in the data active means inhibition above about 21%;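 further: 0% = vehicle only and 100% = reference blocker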
Target sequence (O43353 whole entry, looked up): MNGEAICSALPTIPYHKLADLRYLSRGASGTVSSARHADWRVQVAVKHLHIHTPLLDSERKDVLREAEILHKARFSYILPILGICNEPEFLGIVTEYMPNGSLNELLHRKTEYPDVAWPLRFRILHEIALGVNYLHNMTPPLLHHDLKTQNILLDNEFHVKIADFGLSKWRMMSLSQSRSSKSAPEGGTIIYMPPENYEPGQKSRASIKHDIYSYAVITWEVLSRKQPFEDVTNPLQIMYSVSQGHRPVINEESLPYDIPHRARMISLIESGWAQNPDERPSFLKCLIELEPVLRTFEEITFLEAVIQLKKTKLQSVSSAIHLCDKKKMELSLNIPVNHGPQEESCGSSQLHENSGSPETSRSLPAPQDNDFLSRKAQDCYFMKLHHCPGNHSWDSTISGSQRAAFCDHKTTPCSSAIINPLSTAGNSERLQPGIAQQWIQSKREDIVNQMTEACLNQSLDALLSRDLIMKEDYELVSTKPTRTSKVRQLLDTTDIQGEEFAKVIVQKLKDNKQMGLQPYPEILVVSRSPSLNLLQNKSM
aDG glyco up = increases alpha dystroglycan glycosylation; Pro5-aDG cells, alpha-DG glycosylation AlphaScreen (IIH6); 0% Pro5, 100% B10-LARGE cell signal; activation, % at 10 µM; 0.22% of 360,000 active; AID 624168;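 active means activation of at least 8% versus controls, or a plate z-score of at least 8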;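 further: Pro5 are CHO cells carrying HIG-tagged alpha-DG that lacks glycosylation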
ABCB6 inh MLPCN = human ABCB6 transporter inhibition; AID 602162; 0.19% of 360,000 active; K562-ABCB6 porphyrin accumulation, flow cytometry, 1 h; active compounds read low; Q9NP58; fluorescence ratio to DMSO, % at 10 µM;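 active means fluorescence ratio to DMSO below 75%, the collection mean minus 3 SD; inconclusive means too few cells collected in the well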;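 further: signal is porphyrin accumulated inside mitochondria; 100% equals median channel fluorescence of DMSO control wells; lower ratio means ABCB6 inhibition with less porphyrin fluorescence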
MC4R antagonist = blocks human MC4R cAMP signaling; inhibition, % at 6.5 µM; P32245; 0.48% of 360,000 active; MC4R-expressing cells, MTII-stimulated cAMP, LANCE TR-FRET;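 active means inhibition above its plate's cutoff, the mean of tested wells on that plate plus 3 SD, cut at about 29% in these data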;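 further: 0% = Melanotan II alone and 100% = Melanotan II plus saturating MCL0020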
Target sequence (P32245 whole entry, looked up): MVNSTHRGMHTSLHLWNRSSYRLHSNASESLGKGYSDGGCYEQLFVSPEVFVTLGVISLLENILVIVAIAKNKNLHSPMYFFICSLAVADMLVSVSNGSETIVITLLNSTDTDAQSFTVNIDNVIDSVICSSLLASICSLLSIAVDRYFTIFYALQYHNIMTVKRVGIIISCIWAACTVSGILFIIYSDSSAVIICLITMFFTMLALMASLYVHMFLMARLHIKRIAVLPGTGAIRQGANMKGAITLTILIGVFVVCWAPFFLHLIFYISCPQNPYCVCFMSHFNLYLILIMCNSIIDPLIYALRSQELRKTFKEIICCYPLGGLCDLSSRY
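Material – human MC4R-expressing U2OS cells · Repeats – no replicates · Detection – TR-FRET with Eu-cAMP and labeled anti-cAMP, 671 nm · Times – compound 30 min, challenge 1 h, detection 1 h · Compound – single nominal compound dose of 6.5 µM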
Granule exo inh = lytic granule exocytosis inhibition; 0.66% of 360,000 active; inhibition, % at 10 µM; TALL-104 LAMP-1 surface exposure, flow cytometry; cells stimulated with thapsigargin and PMA;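 active means inhibition above about 55%, limit read from the data; inconclusive means no clear call, values can overlap the other calls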
MC4R ag barr = activates human MC4R beta-arrestin recruitment | U2OS MC4R beta-arrestin complementation, luminescence; percent of melanotan II response, DMSO zero | activation, % at 8.9 µM | 0.98% of 360,000 active | AID 540308;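 active means activation above a per-plate cutoff, the mean activation of sample wells on that plate plus 3 SD, cut at about 8% in these data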
Vif inh = inhibitors of HIV Vif; inhibition, % at 7.49 µM; 0.35% of 340,000 active; HEK293T cells, Vif self-association by quenched fluorescence, imaging, 24 h; AID 602346; in the data active means inhibition above about 50%, passing the limit was not always enough; inconclusive means no clear call, values can overlap the other calls; inactive means below about 31%; further: some results filed as inactive read as strong as hits
The depositor's hits bear a star; i = inactive; ? = inconclusive; / = not tested or not shown; & = joins results of further samples.

Below each SMILES – TLR9-MyD88 inh | Vif inh | MC4R antagonist | ABHD5-PLIN5 inh | NOD2-RIPK2 inh | ABCB6 inh MLPCN | Granule exo inh | Glyco luc inh | aDG glyco up | MC4R ag barr
1) Cc1ccccc1-c1cc(C(=O)O)nn1CC1CC(c2cccc([N+](=O)[O-])c2)=NO1 (configuration not stated)
→ 0 | -5 | 1 | 3 | -4 | 85 | -4 | 3 | -0.1 | -1.4
2) C#CCN1C(=O)C(O)(CC(=O)/C=C/C=C/c2ccccc2)c2ccccc21 (configuration not stated)
→ -10 | 3 | 13 | 8 | -6 | 100 | 13 | -2 | 0.1 | -1.7
3) CS(=O)(=O)N1CCC(C(=O)N2CCN(c3ccccc3F)CC2)CC1
→ 10 | 0 | -6 | -1 | 2 | 98 | 1 | -3 | 0.7 | -1.1
4) CCN1C(=O)c2cccc3c(S(=O)(=O)N(C(=O)c4cccnc4)c4ccc(OC)cc4)ccc1c23
→ -5 | 6 | 0 | 1 | -6 | 97 | 0 | -1 | 0.6 | 3.3
5) COc1cccc(CC2(CO)CCCN(Cc3ccc(-c4ccco4)cc3)C2)c1 (configuration not stated)
→ 1 | -1 | 12 | 24* | -6 | 97 | 3 | -1 | 0.3 | 0.1
6) O=C(Nc1ccc2c(c1)N(S(=O)(=O)c1cccs1)CCC2)c1c(F)cccc1F
→ -16 | / | 6 | -5 | -1 | 99 | 12 | -5 | -0.2 | -3.2
7) CC(Oc1ccc(-c2ccccc2)c(F)c1)c1ccn(S(=O)(=O)c2cccc3ccccc23)n1 (configuration not stated)
→ 5 | 15 | 1 | -5 | 3 | 89 | 9 | -10 | 0.3 | 2.4
8) CCCCC1=CC2=C(c3ccco3)C(=O)C(C)(OC(=O)c3ccc(OC)cc3)C(=O)C2=CN1Cc1ccco1 (configuration not stated)
→ -9 | 9 | 18 | 17 | 4 | 111 | -1 | 2 | 0.2 | -2.3
9) N#Cc1ccc(C2=NC(C(F)(F)F)(C(F)(F)F)c3c(n(Cc4ccco4)c(=O)[nH]c3=O)N2)cc1
→ -6 | -17 | 4 | 5 | -6 | 92 | 4 | 2 | -0.4 | -2.6
10) CC(=O)Nc1ccc(NS(=O)(=O)c2ccc(-c3cnc(C4CC4)o3)cc2)cc1
→ -6 | -4 | 11 | -2 | -7 | 98 | -2 | -4 | -0.2 | -2.4
11) COc1ccc(S(=O)(=O)N(C)C[C@H]2Oc3c(NS(=O)(=O)c4ccc(F)cc4)cccc3C(=O)N([C@H](C)CO)C[C@@H]2C)cc1
→ -8 | -10 | 9 | -6 | 5 | 102 | -3 | 0 | 0.0 | -0.7
12) COc1ccc(C2=NOC(C(=O)NCc3cccs3)C2)cc1 (configuration not stated)
→ -2 | 2 | -17 | -5 | 4 | 96 | 6 | 17 | 1.2 | -0.1
13) C=CCNC(=S)NNC(=O)C(CCCC)CC(C)O (configuration not stated)
→ 5 | -1 | 14 | -9 | -6 | 97 | -3 | -1 | 4.9 | 0.7
14) CCOc1cc(C(=O)CCC(=O)OCC(=O)N2c3ccccc3NC(=O)C2(C)C)ccc1O
→ -1 | 5 | 3 | 7 | 0 | 98 | 3 | -3 | 0.3 | 0.1
15) O=C(NC1C/C(=N/O)c2cc3c(cc21)OCO3)C(F)(F)F (configuration not stated)
→ -7 | 3 | -1 | -4 | 9 | 99 | 1 | 2 | 0.0 | -1.4
16) Cc1cc(C)c(Cc2c(C)nc3c(C(=O)NCc4ccco4)cnn3c2C)c(C)c1
→ -5 | 19 | 13 | 10 | 9 | 95 | 17 | -8 | 2.9 | -0.5
17) COc1ccc(/C=C\c2onc(C)c2S(=O)(=O)N2CCC(C(=O)NCc3ccco3)CC2)cc1
→ 5 | 4 | 10 | 1 | 9 | 97 | 10 | -3 | -0.1 | -0.4
18) Cc1cc(C)n2nc(C(=O)OCC(=O)NCc3ccccc3)nc2n1
→ -1 | ? | 3 | -8 | 3 | 92 | 4 | 0 | -0.2 | -2.3
19) COC(=O)C1C2CCCCC1C(=O)O2 (configuration not stated)
→ 1 | -1 | 10 | -2 | 4 | 98 | -4 | 0 | 0.0 | -0.7
20) CCOC(=O)Cn1nc(C(F)F)c(Br)c1C
→ -3 | -1 | 13 | 4 | -1 | 147 | 1 | 0 | 0.2 | -1.6
21) Cc1ccc(CS(=O)Cc2ccc(C(=O)NC3CCCCCC3)o2)cc1 (configuration not stated)
→ 3 | -4 | 7 | 2 | 6 | 104 | 2 | 2 | 0.1 | -1.9
22) CC(=O)Nc1nonc1-c1nc2ccccc2n1Cc1nnc(C)o1
→ -1 | 4 | -5 | 0 | -13 | 103 | 0 | 0 | -0.2 | -0.6
23) COc1ccccc1OCCNC(=O)c1cc(C2CC2)nc2c1cnn2C(C)C
→ -2 | -1 | -3 | 3 | 4 | 106 | 4 | 3 | 0.0 | -1.1
24) O=C(CNc1cccc2ccccc12)N/N=C/c1ccc(OC(=O)/C=C/c2ccco2)cc1
→ 7 | 6 | -9 | -5 | -5 | 102 | 4 | 4 | 0.2 | -3.1
25) COc1ccc(NC(=O)c2cccc(N3C(=O)NC4CC3(C)Oc3ccccc34)c2)cc1 (configuration not stated)
→ 1 | -1 | 12 | 7 | -7 | 88 | -3 | 1 | 0.0 | -2.2
26) O=C1c2cc([N+](=O)[O-])cc3cc([N+](=O)[O-])cc(c23)C(=O)N1c1ccccn1
→ -7 | -1 | 0 | 4 | -1 | 108 | 3 | 0 | 0.9 | -4.6
27) C=CCC1NS(=O)(=O)OCC1NC(=O)OCC(Cl)(Cl)Cl (configuration not stated)
→ 6 | -3 | -6 | 2 | 4 | 97 | -2 | 2 | 0.2 | -0.4
28) N#C/C(=C/c1cn[nH]c1-c1ccc(Br)cc1)C(=O)O
→ 2 | 4 | 1 | 0 | -8 | 99 | -2 | 0 | 0.0 | -1.0
29) CC1CN(CCOCCSc2ccc(Cl)cc2)CC(C)O1 (configuration not stated)
→ -10 | 3 | 15 | -3 | -16 | 92 | 1 | -1 | 0.1 | 0.2
30) CN(CCc1ccccn1)C(=O)Nc1ccc(Cl)cc1
→ -6 | 1 | -2 | -1 | -6 | 83 | -3 | 2 | 0.1 | 0.5
31) COC(=O)c1sc2ncccc2c1OCc1ccc(Cl)cc1Cl
→ -1 | -2 | -1 | 1 | 0 | 100 | -2 | -3 | 0.2 | 3.9
32) COc1ccc(NC(=O)c2cn(C)c(=O)c3cc(OC)c(OC)cc23)cc1OC
→ 4 | 9 | 2 | -4 | 1 | 95 | 6 | 3 | -0.2 | -1.1
33) COCCOC(=O)c1c(C)oc2ccc(OCc3cc(C(=O)OC)oc3C)cc12
→ -13 | 4&-7 | 8 | -8 | -15 | 90 | -1 | 2 | -0.1 | 1.3
34) COc1ccc(NC(=O)c2sc3nc(-c4cccnc4)ccc3c2N)cc1OC
→ -4 | i | -4 | 2 | -14 | 110 | 0 | 0 | -0.1 | -2.0
35) CC(=O)Nc1cccc(OCc2ccc(F)cc2)c1
→ 3 | -6 | 4 | 4 | -6 | 101 | 2 | 2 | 0.4 | -1.6
36) CCOC(=O)C(C)Oc1cccc2c(=O)n(CC(=O)NCc3ccco3)ccc12 (configuration not stated)
→ 3 | 3 | -26 | 4 | -9 | 101 | 10 | ? | -0.3 | 0.1
37) CS(=O)(=O)Cc1ccc(C(=O)N2CCN(C(=O)c3cccs3)CC2)cc1
→ -7 | 8 | -3 | -7 | 4 | 87 | 1 | -1 | 0.0 | 0.3
38) Cc1cc2nc3c(nc2cc1C)C1(C(=O)O)CCC3(C)C1(C)C (configuration not stated)
→ -1 | -13 | 4 | 9 | -8 | 96 | 0 | -1 | -0.5 | -0.5
39) CN1/C(=C\C(=O)c2cncc(Br)c2)C(C)(C)c2ccccc21
→ 22* | -5 | 3 | -6 | 14 | 523 | 2 | -6 | 1.2 | -1.8
40) O=C(O)c1cc2nc(C3CC3)cc(C(F)(F)F)n2n1
→ -7 | / | 3 | -5 | -10 | 93 | 0 | 1 | 0.0 | 1.1

Looked up above.
MC4R antagonist result of O=C(CNc1cccc2ccccc12)N/N=C/c1ccc(OC(=O)/C=C/c2ccco2)cc1 is entered as -9
TLR9-MyD88 inh result of COc1ccc(NC(=O)c2sc3nc(-c4cccnc4)ccc3c2N)cc1OC is entered as -4

(continued)
Below each SMILES – TLR9-MyD88 inh | Vif inh | MC4R antagonist | ABHD5-PLIN5 inh | NOD2-RIPK2 inh | ABCB6 inh MLPCN | Granule exo inh | Glyco luc inh | aDG glyco up | MC4R ag barr
41) COCCN(CCOC)Cc1c(C)[nH]c2c(C)c(C)ccc2c1=O
→ -3 | -1 | 18 | 0 | -2 | 101 | -3 | 1 | 0.0 | -0.9
42) C=CCn1c(SCC(=O)c2c(N)n(C)c(=O)n(C)c2=O)nnc1-c1ccccc1F
→ 6 | -10 | 1 | -1 | -6 | 97 | 0 | -2 | -0.2 | -1.4
43) O=C(NC(=S)N1CCCCC1)C12CC3CC(CC(C3)C1)C2
→ -15 | 7 | 9 | 2 | 3 | 90 | 0 | 1 | 0.0 | -0.2
44) Cc1cc(C)cc(N(CC(=O)Nc2ccccc2C(=O)N2CCOCC2)S(C)(=O)=O)c1
→ 8 | 0 | 3 | -7 | -5 | 96 | -4 | 1 | -0.2 | 1.0
45) COc1ccc(-c2nnc(SCC(=O)Nc3ncc(C)s3)n2-c2ccccc2)cc1OC
→ 4 | 0 | 10 | 0 | -3 | 100 | 7 | 25 | 0.5 | -0.1
46) CCOC(=O)C1(C)CCCN1C(=O)c1ccc(Cl)nc1 (configuration not stated)
→ / | 5 | 18 | -5 | -8 | 94 | -2 | 1 | 0.6 | -0.9
47) Cc1nn(S(=O)(=O)c2cccc([N+](=O)[O-])c2)c(C)c1Br
→ -9 | -9 | -6 | 1 | -9 | 87 | 0 | 4 | -0.1 | -2.1
48) COc1ccc(C)cc1NC(=O)C1CC1c1ccccc1 (configuration not stated)
→ 5 | -11 | -5 | -7 | -3 | 102 | 3 | -1 | -0.1 | 0.2
49) COc1ccc(C2CC(=O)Oc3c(C(C)C)ccc(C)c32)cc1 (configuration not stated)
→ 2 | 1 | -8 | 6 | -4 | 95 | -2 | 2 | -0.1 | 1.1
50) Cn1c2ccccc2c(=O)c2cc(C#CC3(O)CCCCC3)ccc21
→ -6 | 24 | 4 | 5 | 1 | 98 | 10 | -17 | 0.6 | -0.3
51) CCOC(=O)C1=C(C)N(CCO)C(=O)NC1c1cccc(O)c1 (configuration not stated)
→ -1 | 1 | 8 | -4 | -11 | 99 | 2 | 0 | -0.1 | 1.2
52) CCCC(=O)Nc1nnc(S(=O)(=O)N2CCCCCC2)s1
→ -7 | 0 | 5 | 1 | -5 | 99 | 0 | 1 | -0.2 | -0.7
53) Nc1c(NCc2ccccc2F)c(=O)[nH]c(=O)n1Cc1ccccc1
→ 4 | 22 | -6 | 12 | -9 | 103 | 0 | -2 | -0.2 | -0.6
54) Cc1ccccc1NC(=O)Cc1nc(COC(=O)CNC(=O)c2ccc(Cl)cc2Cl)cs1
→ 1 | 2 | 23 | -4 | -1 | 100 | -2 | 0 | -0.1 | -1.6

Screening results: PubChem BioAssay, several laboratories

These rows are one share of the data. The share of hits here may be higher or lower than overall.
